# MCF10A rereplic: DNA re-replication induction in MCF 10a cells; MCF 10A DNA re-replication, Hoechst nuclear intensity, 48 h; Potency, µM (highest dose often 46.1 µM), without a hit: at the top dose activity, positive = re-replication, actives largely listed as activators; 350,000 compounds, 2.9% hits; AID 624296; also: potency is read from the fitted curve at half-maximal effect; % of control where 0% means no effect; nearly all actives have a fitted effect of over 50% in size
# D3 ag: D3 dopamine receptor (human) agonism; D3R DiscoveRx beta-arrestin cells, luminescence, 90 min; AID 652048; 410,000 compounds, 0.58% hits; P35462; max activation, %; in the data active = max activation above about 30%; also: 0% is about no effect; mostly tested at two doses, the higher about 12 µM
# Target sequence (P35462 whole entry, looked up): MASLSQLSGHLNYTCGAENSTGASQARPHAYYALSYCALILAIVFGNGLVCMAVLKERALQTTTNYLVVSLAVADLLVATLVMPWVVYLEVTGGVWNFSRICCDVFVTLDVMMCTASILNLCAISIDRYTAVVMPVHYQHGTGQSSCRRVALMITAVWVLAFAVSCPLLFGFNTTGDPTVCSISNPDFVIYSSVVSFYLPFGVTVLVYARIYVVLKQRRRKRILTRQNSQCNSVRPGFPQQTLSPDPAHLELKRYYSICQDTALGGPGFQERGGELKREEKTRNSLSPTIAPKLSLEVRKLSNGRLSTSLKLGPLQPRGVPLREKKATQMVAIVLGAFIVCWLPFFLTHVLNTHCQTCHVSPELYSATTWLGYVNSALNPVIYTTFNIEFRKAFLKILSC
#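 Agonist mode: compounds and dopamine controls were applied to plated cells for 90 min at 37 degrees C after an overnight attachment at 1500 cells/well. Luminescent read-out followed 30 - 60 minutes at room temperature with DiscoveRx detection reagent.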
# KB-V1 MDR tox: kills drug-selected multidrug resistant KB-V1 cells. KB-V1 MDR cells viability, CellTiter-Glo, 72 h. Potency, µM (doses to about 46.1 µM), inactives show at the highest dose activity change, negative = cytotoxicity, most hits filed as cytotoxic. 400,000 compounds, 3.4% hits. AID 1347076; also: potency is read from the fitted curve at half-maximal effect; % is scaled to controls: 0 for no effect and ±100 for the full control effect; nearly all actives have a fitted effect of over 60% in size
#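 Cells of the MDR subline KB-V1 are plated, dosed with compound at multiple concentrations, and incubated 72 h at 37 degrees C; CellTiter-Glo is then added and luminescence read after 10 min.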
# IL-1B inflam inh: inhibitors of inflammasome signaling (IL-1 beta secretion). THP-1 LPS/ATP IL-1B secretion, AlphaLISA, 16 h; stronger effect = lower value. 360,000 compounds, 4.7% hits. activity change, % at 57.5 µM; in the data active = activity change below about -50%; inconclusive = mostly about -30% to -49%; also: % is scaled to controls: 0 for no effect and ±100 for the full control effect
#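 Secreted IL-1B measured by AlphaLISA bead assay after 16 h compound exposure of THP-1 cells; compounds (final up to 57.5 uM) added 1 h before LPS (250 ng/mL) and ATP (1.25 mM) stimulation; lower signal means less secretion.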
# HT1080 IDH1KD tx: kills HT-1080 cells with IDH1 knockdown; 360,000 compounds, 2% hits; HT-1080 IDH1 knockdown viability, ATP luminescence, 48 h; AID 686971; Potency, µM (titrated, usually from 46.1 µM), for the others: top-dose activity, negative = toxicity, hits mostly cytotoxic;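 also: potency is read from the fitted curve at half-maximal effect; 0% = DMSO wells and -100% = cell-free medium wells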
#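 Viability of IDH1-knockdown HT-1080 fibrosarcoma cells was assessed by CellTiter-Glo after 48 h at 37 °C with titrated compound; concentration-effect curves were classified by fit quality and response size.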
# HEK293 tox: cytotoxicity in counter-screen for GLP-1R inverse agonists. HEK293 cAMP-luciferase reporter cells, luminescence, 24 h. Potency, µM (series often up to 38.3 µM), without a hit: top-dose activity change, negative = inhibition, most hits filed as inhibitors. 410,000 compounds, 0.13% hits;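 also: loss of luciferase light is scored as toxicity; potency is read from the fitted curve at half-maximal effect; % is scaled to controls: 0 for no effect and ±100 for the full control effect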
#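 To flag toxic compounds, the library was rerun on cells for 24 hr at 37 deg C and 5% CO2. Viability-linked luminescence was captured 12 min after adding luciferase detection reagent.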
# SW480 rereplic: DNA re-replication induction in SW480 cells | Potency, µM (top dose mostly 46.1 µM), inactives show top-dose re-replication activation, most hits filed as activators | 340,000 compounds, 1.8% hits | SW480 DNA re-replication, Hoechst DNA content imaging, 48 h | AID 624297; also: potency is read from the fitted curve at half-maximal effect; % of control where 0% means no effect; nearly all actives have a fitted effect of over 55% in size
#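 250 cells/well; 23 nL cpd via pin tool; 48 hr, 37 C, 5% CO2; Hoechst 40 min; imager read of total nuclear intensity, ex 405/em 500-530 nm.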
# HT1080-NT tox: kills 2HG-producing HT-1080-NT fibrosarcoma cells; HT-1080-NT fibrosarcoma viability, CellTiter-Glo ATP luminescence, 48 h; Potency, µM (top dose mostly 46.1 µM), without a hit: at the top dose activity, negative = less viability, actives largely listed as cytotoxic; 360,000 compounds, 1.6% hits;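 also: NT is the 2HG producing partner of a matched IDH1 knockdown line; potency is read from the fitted curve at half-maximal effect; 0% = DMSO-treated cells and -100% = media-only wells without cells; nearly all actives have a fitted effect of over 55% in size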
#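 HT-1080-NT; 750 cells/well; 5% FBS RPMI; 48 h compound, 37 degrees C; CellTiter-Glo luminescence; curve fitting and curve-class assignment.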
# KB-3-1 tox: KB-3-1 parental cell cytotoxicity. KB-3-1 viability, CellTiter-Glo ATP luminescence, 72 h. Potency, µM (titrated, usually from 46.1 µM), for inactives: at the top dose activity change, negative = cytotoxic, usual class: cytotoxic. 400,000 compounds, 1.4% hits; also: potency is read from the fitted curve at half-maximal effect; % is scaled to controls: 0 for no effect and ±100 for the full control effect; nearly all actives have a fitted effect of over 60% in size
#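 KB-3-1 cells, DMEM (no phenol red) + 10% FBS; compound by pin transfer, 72 h, 37 °C. Readout: CellTiter-Glo luminescence after 10 min. Data normalized, curve-fitted.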
# Numbers without * were called inactive; ? = inconclusive; · = not tested or not shown; & = joins results of further samples; [ ] = remark or other dose. Unless noted, calls follow the shape of the dose curve; as a rule, active = well fitted curve in the direction sought with a large enough effect; inconclusive = small, poorly fitted or top-dose-only effect, or another doubt; inactive = no such curve, though single readings can be large; an effect the other way counts as inactive or inconclusive. This is a random part of the collection. Share with any hit: about 11%.
Molecule | MCF10A rereplic | D3 ag | KB-V1 MDR tox | IL-1B inflam inh | HT1080 IDH1KD tx | HEK293 tox | SW480 rereplic | HT1080-NT tox | KB-3-1 tox
COc1cccc(-n2ccnc2SCC(=O)Nc2nc3ccc(C)cc3s2)c1 | · | -9 | 0% | · | · | 8% | · | · | 6%
CC(C)NC(=O)c1cc(C2CCCCN2S(=O)(=O)c2cccc3cccnc23)on1 (stereo not given) | · | 2 | -1% | 35 | 3% | 1% | · | 2% | 0%
Cc1cc(N2Cc3ccccc3C2)ccc1C=O | 15% | 2 | -19% | 25 | ? | -4% | 0% | -24% | -14%
Cc1cc(C)nc(SCSc2nc(C)cc(C)n2)n1 | 4% | -5 | ? | 0 | -3% | -2% | -6% | -5% | -5%
Oc1ccc(C[C@@H]2CNCCN2CCc2cccc(F)c2)cc1 | -4% | -5 | 13% | -18 | 2% | -15% | 9% | -19% | 4%
Cc1cccc(/C(N)=N/OC(=O)C23CC4CC(CC(C4)C2)C3)c1 | ? | 4 | -20% | 21 | ? | 4% | -5% | ? | -22%
Cc1cc(=O)oc2cc(NC(=O)c3ccnn3C)ccc12 | -1% | -1 | 25% | -2 | 18% | 1% | -2% | 15% | 19%
Nc1nonc1-n1nnc(C(=O)N/N=C\c2ccncc2)c1CN1CCCCC1 | 7% | -16 | 11% | 21 | -3% | -6% | -39% | -7% | 15%
COc1ccc(-c2cc3ccccc3n2CC(O)CN2CCCCC2)cc1 (stereo not given) | 3% | -22 | 0% | -27 | -11% | 0% | ? | -20% | -23%
O=C(COC(=O)/C=C/c1ccco1)Nc1ccccc1 | -1% | 3 | 21% | -2 | 1% | -1% | -13% | 2% | -1%
CC(C)COc1ccc(N)cc1OCC(C)C | ? | -8 | -12% | 8 | 7% | -8% | 1% | -7% | -7%
COc1ccc(/C=N/NC(=O)CN2CCCCCCC2)c(C)c1C | 13% | 6 | -17% | ? | -4% | 2% | 2% | -3% | -7%
CCC(SC1=Nc2ccccc2C2=NC(CC(C)C)C(=O)N12)C(=O)Nc1ccc2c(c1)OCO2 (stereo not given) | 1% | 1 | 15µM* | -3 | -23% | -20% | -1% | -9% | ?
CCN(CC(=O)Nc1c(F)cccc1F)C(=O)COc1ccc2c(c1)CCC2 | 4% | 1 | 0% | -12 | 11% | 1% | -2% | 3% | 0%
O=C1C[C@@H]2c3c(cccc3CN1Cc1ccccc1)C[C@@H](O)[C@H]2O | -8% | -11 | -14%&2% | 16 | 9% | 4% | -3% | 5% | -1%&11%
O=C(NNC(=O)c1cc2ccccc2[nH]1)OCc1ccccc1 | 21% | · | ? | · | · | · | 1% | · | 0%
N#Cc1ccc(-c2csc(-c3ccno3)n2)cc1 | -3% | 9 | -3% | -10 | 9% | 0% | -10% | 11% | 0%
CC(=O)NCCNC(=O)c1ccc(CSc2ccc(Cl)cc2)cc1 | 6% | -6 | 9% | 38 | 12% | -2% | -1% | 8% | -6%
O=C(CN(C(=O)Cn1nnc(-c2ccc(F)cc2)n1)c1cccc(F)c1)NC1CCCC1 | 10% | 7 | -9% | -14 | 0% | -10% | 26% | -14% | -1%
Cc1ccc(CNS(=O)(=O)c2ccc3c(c2)NC(=O)CS3)cc1 | -3% | -13 | -8% | 20 | 0% | -11% | -10% | -5% | -3%
CC(=O)c1cccc(OCCN2C(=O)NC(C)(C)C2=O)c1 | -9% | 7 | 17% | -9 | -4% | -17% | -11% | 12% | -2%
CCOC(=O)C1CCN(C(=O)c2nn(-c3ccc(C)cc3)c(=O)n(C)c2=O)CC1 | · | -6 | 0% | · | · | 17% | · | · | 8%
CCN(CC)C(=O)C1=C(C)N(Cc2ccc(OC)cc2)C(=O)C(CC(=O)NCc2cccc3ccccc23)C1 (stereo not given) | · | -13 | -1% | -3 | -2% | -11% | · | -11% | 9%
CCC(=O)Nc1c(C#N)c2nc3ccccc3nc2n1-c1ccccc1C | 5% | 1 | 10% | 23 | 4% | 324%[activator] | -1% | 8% | 14%
COc1cccc(C(=O)Nc2c(C(N)=O)oc3ccccc23)c1 | -1% | 2 | -27% | -12 | 1% | -24% | -11% | -10% | -3%
Cc1nn(CC(=O)NCCCN2CCCCC2)c(=O)c2cccn12 | -1% | -3 | 39% | -1 | 7% | 7% | 2% | -1% | 0%
O=C(CSc1nnc2c(n1)[nH]c1ccc(F)cc12)N1CCOCC1 | -2% | 6 | 4% | 12 | -25% | -2%[0.307 µM] | -5% | -3% | 2%
Cc1ccc(S(=O)(=O)NCC(c2ccc(N(C)C)cc2)N2CCCC2)cc1 (stereo not given) | · | 0 | 4% | · | · | 29% | · | · | -1%
Cc1ccccc1C(=O)Nc1cccc(NC(=O)c2ncn[nH]2)c1 | 0% | 0 | -5% | -9 | -1% | 3% | -99% | 1% | -1%
Cc1c(Cc2ccccc2)c(=O)oc2cc(OCC(=O)NCC(O)c3ccccc3)ccc12 (stereo not given) | 2% | 0 | 7% | 10 | -4% | 6% | -7% | ? | -10%
COCCN1C(=O)CN(S(C)(=O)=O)CC1(C)C(=O)Nc1ccc2c(c1)OCCO2 (stereo not given) | · | 0 | 9% | -2 | 17% | -2% | · | -2% | 16%
O=c1[nH]c2ccccc2c(O)c1Cc1ccccc1 | -2% | 2 | -4% | 11 | 3% | 8% | -3% | -1% | -6%
CCCCCCNc1ncnc2c1sc1nc(N3CCOCC3)c3c(c12)CCCC3 | · | 3 | -4% | · | · | 5% | · | · | 11%
O=C(NCc1ccccc1)N1CCOc2ccccc21 | 3% | -8 | 7% | 0 | -1% | 7% | -5% | -5% | -1%
COc1ccc2cc(C(=O)N3CCCCCC3)sc(=O)c2c1OC | ? | -7 | -2% | 25 | -9% | -13% | 1% | -11% | 3%
CC(=O)NC(N(C#N)c1nc(Cl)nc(N(C)C)n1)C(Cl)(Cl)Cl (stereo not given) | -2% | -1 | -6% | -3 | 15% | 19% | -11% | 18% | -1%
Cc1ccc(CN2CCN(Cc3cnc(C)s3)CC2CCO)o1 (stereo not given) | 6% | -7 | ? | 14 | 10% | -14% | -11% | 13% | 4%
CSc1ccccc1NC(=O)CN(C)Cc1cccc(Cl)c1 | 1% | -4 | ? | 3 | -12% | 4% | -3% | -6% | -23%
CCCCNC(=O)CN1C(=O)c2c(c3ccccc3n2C)C1c1ccc(OC)cc1 (stereo not given) | · | -4 | 5% | · | · | -25% | · | · | 3%
Cc1ccc(C(=O)O)cc1NC(=O)C1=CSCCO1 | -7% | -4 | -1% | -2 | 14% | 3% | 3% | 11% | 8%
O=C(NCc1ccco1)C(c1ccccc1)N(C(=O)Cc1cccs1)c1cccnc1 (stereo not given) | 10% | 4 | ? | 4 | 8% | 7% | -7% | 11% | 10%
Cc1cc(C(=O)OCC(=O)Nc2cccc([N+](=O)[O-])c2)c(C)o1 | -27% | 4 | · | -5 | 11% | -15% | -7% | -11% | ·
CC(=O)c1c(C)[nH]c(C(=O)N(C)CC(=O)Nc2ccc(Cl)c(C(F)(F)F)c2)c1C | 2% | -10 | 0% | 25 | 3% | -3% | 1% | -8% | -5%
CCOC(=O)c1ccc(NC(=S)N2CCSC2c2c(F)cc(F)cc2F)cc1 (stereo not given) | 7% | -3 | -5% | -18 | -7% | 15% | -4% | -3% | -3%
CC(OC(=O)CNC(=O)c1cccs1)C(=O)Nc1ccc(S(N)(=O)=O)cc1 (stereo not given) | -1% | -4 | -12% | 3 | -1% | 6% | -5% | -4% | 6%
Cc1cc(NC(=O)CSc2nnc(CNC(=O)c3c(F)cccc3F)o2)no1 | 2% | 6 | ? | -3 | 21% | -22% | -31% | 19% | 18%
CC(NC(=O)c1ccccc1Cl)C1CC2CCC1C2 (stereo not given) | -4% | 6 | -17% | 26 | -4% | 3% | -8% | 6% | 8%
Cc1ccc(-n2nc3ccc(NC(=O)c4ccc5c(c4)OCO5)cc3n2)cc1 | 0% | 5 | 3% | 11 | ? | -19% | -2% | -1%[9.24 µM] | 1%
O=C(/C=C/c1ccccc1)NCCc1ccc2c(c1)OCCO2 | 3% | 11 | 2% | -8 | 14% | -3% | -11% | 23% | -2%
CCOc1ccc(CCNC(=O)CS(=O)Cc2nc(-c3ccc(C)cc3)oc2C)cc1OCC (stereo not given) | -1% | -1&9 | -16%&-6% | 7 | -6% | 3%&7% | -4% | -7% | -6%&-7%
CC1=NN(C(=O)c2ccc(Cn3nc(C)c([N+](=O)[O-])c3C)o2)C(O)(C(F)(F)F)C1 (stereo not given) | -4% | -6 | 0% | 17 | -11% | ? | -2% | -13% | -20%
CCOc1ccc(CNC(=O)C2=Cc3cccc(OC)c3OC2)cc1 | · | 4 | 8% | · | · | -7% | · | · | 3%
COc1ccc(-c2coc3cc4oc(=O)cc(C)c4cc23)cc1F | 5.2µM* | 5 | ? | -8 | 19% | -12% | ? | 11% | 11%
CC(C)(C)OC(=O)N(CCc1ccccc1)Cc1cccc(OCc2cccc(NC(=O)c3ccccc3)c2)c1 | 11% | -13 | -26% | ? | 1% | 1% | ? | 1% | -6%
Cc1ccc(Sc2cc(C)nc(-c3ccccn3)n2)cc1 | -14% | -12 | ? | 34 | ? | ? | 1% | -8% | -3%
COc1ccc(C(c2nnnn2Cc2ccccc2)N2CCN(c3ccccc3)CC2)cc1 (stereo not given) | 2% | -5 | -17% | 7 | -6% | -13% | -9% | -12% | -1%
COC(=O)CSc1nnc(-c2ccncc2)o1 | -2% | 2 | 6% | 0 | -7% | -12% | -13% | 0% | 25%
O=C(CNc1cccc2ccccc12)N/N=C/C=C/c1ccco1 | -3% | -1 | 0% | ? | 1% | -6% | -5% | 4% | 2%
Cc1cc(-c2c(C)[nH]n(-c3ccc(Cl)cc3)c2=O)n[nH]1 | 14% | -11 | ? | 148 | ? | -6% | ? | ? | ?

# Screening data: PubChem, National Center for Advancing Translational Sciences (NCATS)
